Source: PubChem
Arr AP2 block: inhibitors of beta-arrestin/AP2 binding, primary screen, biochemical, GPCR trafficking, flow cytometry; inhibition, % at 10 µM; hit rate 0.31% among 340,000; FITC-arrestin peptide / GST-AP2 beads; AP2 beta2 appendage carries R879A mutation; beta-arrestin 1 C-terminal peptide binding to AP2 beta2-adaptin appendage (human);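 active = inhibition above a set limit, near 3 SD of compounds lacking own fluorescence, cut at about 54% in these data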;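 note: plate controls were DMSO wells for no effect and 5 µM unlabelled arrestin peptide for full effect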
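test system = AP2 appendage R879A on GSH beads | buffer or medium = PBS plus Tween 20 (0.05%) and BSA (0.1%) | incubation = 12 min plus 1 h, RT | detection = bead flow cytometry, FITC channel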
V-ATPase pH: regulators of yeast V-ATPase proton pumping, primary screen, pHLuorin cytosolic pH fluorescence; S. cerevisiae; response, % at 10 µM; hit rate 0.37% among 350,000; in the data active = response mostly above about 7.3%, no sharp cut-off; inactive = mostly below about 5.4%; note: actives read high; inactives centre near 0; some compounds called inactive have numbers as strong as hits; reference of the scale not given here
PKA-R1A activ: activators of PKA-R1A holoenzyme, primary screen, biochemical, fluorescence polarization, Cy5-IP20, bovine R1A, mouse PKAc; hit rate 0.083% among 340,000; activation, % at 11.4 µM; PKA-R1A dissociation; scaled: DMSO 0%, 113 µM cGMP 100%; cAMP-dependent protein kinase type I-alpha regulatory subunit (Bos taurus) + …; AID 504707, 2011;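 active = percent activation above the mean of all tested compounds plus 3 SD, cut at about 19% in these data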;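 note: higher means more PKAc released from R1A so a rise in polarization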
HTR5A inv ctr: HTR5A inverse agonists in luminescence cell assay, primary screen, counter-screen for OPRM1-OPRD1 heterodimer inverse agonist project, full-deck HTS | 5-hydroxytryptamine receptor 5A (Homo sapiens), P47898 | HTR5A cell line, inverse agonism | inhibition, % at 9.3 µM | hit rate 0.083% among 340,000 | AID 504634, 2011; in the data active = inhibition mostly above about 23%, no sharp cut-off; inactive = mostly below about 18%;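 note: 0% = cells with DMSO and 100% = no-cell wells with DMSO; some compounds called inactive have numbers as strong as hits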
MOR-DOR ag: agonists of OPRM1-OPRD1 heterodimerization, primary screen, cell-based, luminescence; hit rate 0.3% among 340,000; activation, % at 9.3 µM; Mu-type opioid receptor (Homo sapiens) + Delta-type opioid receptor (Homo sapiens), …; cells; in the data active = activation above about 18%;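 note: 0% = vehicle-treated cells and 100% = reference agonist; values of inactives mirror those of a sister screen read the other way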
Target sequence (P35372 whole entry, looked up): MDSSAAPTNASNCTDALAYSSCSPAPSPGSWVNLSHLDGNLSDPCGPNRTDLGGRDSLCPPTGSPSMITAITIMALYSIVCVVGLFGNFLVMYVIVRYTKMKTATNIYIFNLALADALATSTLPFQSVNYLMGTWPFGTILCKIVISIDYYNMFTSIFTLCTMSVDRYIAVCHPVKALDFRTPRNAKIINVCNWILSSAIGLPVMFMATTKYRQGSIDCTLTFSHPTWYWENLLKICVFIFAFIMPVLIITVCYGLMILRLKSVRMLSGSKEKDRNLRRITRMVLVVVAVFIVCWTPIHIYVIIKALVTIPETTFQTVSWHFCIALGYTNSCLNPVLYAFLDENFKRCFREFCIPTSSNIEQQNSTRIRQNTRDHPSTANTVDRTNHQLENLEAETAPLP
Target sequence (P41143 whole entry, looked up): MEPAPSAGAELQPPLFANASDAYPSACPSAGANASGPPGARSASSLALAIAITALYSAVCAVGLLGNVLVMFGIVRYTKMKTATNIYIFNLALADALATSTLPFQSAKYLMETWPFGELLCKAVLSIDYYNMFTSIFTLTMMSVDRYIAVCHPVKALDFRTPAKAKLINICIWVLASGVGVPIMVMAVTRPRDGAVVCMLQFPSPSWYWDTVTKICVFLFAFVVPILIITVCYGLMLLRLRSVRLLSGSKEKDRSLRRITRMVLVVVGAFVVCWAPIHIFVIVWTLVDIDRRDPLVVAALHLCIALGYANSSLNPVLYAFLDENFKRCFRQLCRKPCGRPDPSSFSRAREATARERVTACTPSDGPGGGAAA
DAGLB inhibitor: DAGLB lipase inhibitors, primary screen, biochemical, fluorescence, HTS | HEK293T DAGLB membrane lysate, EnzChek fluorogenic substrate | inhibition, % at 5.17 µM | hit rate 0.059% among 340,000 | Diacylglycerol lipase-beta (Homo sapiens), Q8NCG7; in the data active = inhibition above about 34%;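 note: 0% = enzyme with vehicle and 100% = wells lacking enzyme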
HTR5A ag: HTR5A agonists in luminescence cell assay, primary screen, counter-screen for OPRM1-OPRD1 heterodimer agonist project, full-deck HTS; cell-based; 5-hydroxytryptamine receptor 5A (Homo sapiens), P47898; AID 504692, 2011; activation, % at 9.3 µM; hit rate 0.61% among 340,000; in the data active = activation mostly above about 9.5%, no sharp cut-off; inactive = mostly below about 7.6%;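 note: 0% = cells with vehicle only and 100% = reference agonist; strong numbers were not always called active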
OPRM1-OPRD1 inv: inverse agonists of MOR-DOR heterodimerization, primary screen, cell-based, luminescence | Mu-type opioid receptor (Homo sapiens) + Delta-type opioid receptor (Homo sapiens), … | cell-based MOR-DOR heterodimer luminescence, inverse agonism | inhibition, % at 9.3 µM | hit rate 0.21% among 340,000 | AID 504357, 2011; in the data active = inhibition above about 22%, passing the limit was not always enough;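 note: 0% = cells with DMSO and 100% = wells without cells with DMSO; values of inactives mirror those of a sister screen read the other way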
PKA-R2B act: activators of PKA-R2B holoenzyme, primary screen, biochemical, fluorescence polarization, Cy5-IP20, human | hit rate 0.079% among 340,000 | cAMP-dependent protein kinase catalytic subunit beta (Homo sapiens) + cAMP-dependent … | activation, % at 11.4 µM | PKA-R2B holoenzyme dissociation; R2B truncated from residue 108, S112A mutant; 0% DMSO only, 100% 113 µM cGMP;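 active = activation above a cutoff set at the mean over all compounds plus 3 SD, cut at about 18% in these data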;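 note: higher means more holoenzyme dissociation and a rise in polarization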
Pemphigus Ab inh: inhibitors of pemphigus antibody binding to DSG3, primary screen, biochemical, bead-based, flow cytometry, scFv-GFP | Desmoglein-3 (Homo sapiens), P32926 | DSG3-coupled beads, scFv-anti-DSG3-GFP binding; hits give low values | binding (percent of control), % at 10 µM | hit rate 0.48% among 310,000 | AID 588358, 2011;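 active = binding more than 3 SD below its plate's average and above zero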;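 note: hits lower antibody fragment binding to DSG3; some compounds called inactive have numbers as strong as hits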
* marks the source's active call; other numbers are inactive results; nt = no result given.

SMILES	Arr AP2 block	V-ATPase pH	PKA-R1A activ	HTR5A inv ctr	MOR-DOR ag	DAGLB inhibitor	HTR5A ag	OPRM1-OPRD1 inv	PKA-R2B act	Pemphigus Ab inh
C=CCN(c1ccccc1OC)S(=O)(=O)c1cccc(C(=O)NCc2cccs2)c1	5	0	-8	10	1.3	-1	-4	-7	-14	86
O=C(O)c1cccc2c1C(=O)N(c1ccccc1)C2	16	-2	0	1	-0.9	0	0	4	0	92
CCCCN(C(=O)C1=COCCO1)c1c(N)n(CCC)c(=O)[nH]c1=O	0	4	8	-20	-1.2	0	7	8	-2	97
Cc1ccccc1NC(=S)Nc1ccccc1	-7	2	-6	-10	0.2	-1	3	-1	-5	91
CCOc1ccc(CNC(=O)CCn2c(=O)oc3ccccc32)cc1	26	-3	-1	-11	-4.2	-1	-1	19	-17	101
C/C(=N\NC(=O)c1ccc(NS(=O)(=O)c2cccs2)cc1)c1ccccc1	2	2	-5	-20	-0.2	0	1	1	-2	82
C#CCOc1ccc2ccccc2c1/C=C(/C#N)c1ccc(C(=O)O)cc1	-4	-2	-9	-6	-3.3	4	2	16	0	101
c1ccc(CSc2nnc(Cc3ccccn3)o2)cc1	-4	-4	7	-2	-1.1	-3	3	6	4	105
COc1ccc([C@H]2/C=C\CN(S(=O)(=O)c3ccc(C)cc3)[C@@H](C)C(=O)N2Cc2ccc(F)cc2)cc1	45	7	5	12	-0.7	-13	-2	4	5	100
N#C/C(=C\c1ccc(OCc2ccc(F)cc2)cc1)C(=O)Nc1cccc(C(=O)O)c1	-4	0	-9	15	-2.9	2	1	15	0	96
CCn1c(SCC(=O)NC2CCCc3ccccc32)nnc1-c1cccs1 (configuration not stated)	-3	-2	2	5	-0.8	-1	-2	3	-13	nt
COc1ccc(F)c(CN2CCC(n3nccc3NC(=O)C3CCOC3)CC2)c1 (configuration not stated)	5	0	2	6	-2.4	2	-2	14	-3	nt
CCc1cccc(CC)c1NC(=S)NCCc1ccc(O)c(O)c1	37	0	-5	19	-1.1	4	-7	6	-4	96
COc1cccc2c1OC[C@@H](CO)[C@H]2N(C)C(=O)Nc1ccc(Cl)cc1	-11	-3	2	16	-1.9	0	1	10	-2	96
Cc1ccccc1NC(=O)c1cccc(N2C(=O)C3C4CCC(C4)C3C2=O)c1 (configuration not stated)	-4	3	-2	-3	-1.9	2	1	9	-1	104
O=C(NCC1CCCN1S(=O)(=O)c1cccs1)C(=O)Nc1ccc(F)cc1 (configuration not stated)	16	-2	0	4	-0.3	-2	0	2	1	104
Cc1ccc(/C=C/C(=O)Nc2cc(S(N)(=O)=O)ccc2O)cc1	-19	0	-2	16	-1.8	1	-6	9	11	102
O=C(CN(c1ccccc1)S(=O)(=O)c1ccccc1)Nc1ccc(F)cc1	-1	1	-4	7	-1.8	-2	-2	8	-2	107
NNC(=O)CN1C(c2cccc(Cl)c2)=Nc2ccc(Br)cc2C1c1ccccc1 (configuration not stated)	17	0	-8	-12	-0.9	-1	2	5	5	101
O=C(c1cc(Cl)nc2ccccc12)N(Cc1nnc(-c2ccc(Cl)cc2)o1)C1CC1	-19	4	3	5	2.2	-3	-3	-15	11	99
COc1ccc(C)cc1NC(=O)CN1CCN(S(=O)(=O)c2ccc(F)cc2)CC1	-13	3	8	-24	-2.8	-2	7	12	2	111
CN(C)CCCOC(=O)CCc1ccccc1	-2	0	-2	6	-0.8	0	-3	3	-6	93
O=C(CSc1ncnc2c1oc1ccccc12)N1CCCc2ccccc21	4	-2	-10	13	2.2	-3	2	-11	-4	98
Cn1c(SCC(=O)c2ccc3c(c2)NC(=O)CO3)nc2ccccc21	-21	4	-4	6	38*	1	7	-205	-3	93
Cc1ccc(N2C(=O)CC(NNC(=O)Cc3ccc(F)cc3)C2=O)cc1Cl (configuration not stated)	5	3	7	-4	-2.0	1	1	11	14	102
CCC(CO)NCc1ccc(Br)cc1 (configuration not stated)	3	5	-6	14	-0.9	-1	-5	5	-11	104
Cc1nc(-c2ccc3c(c2)OCCCO3)cs1	1	-2	2	6	-2.3	2	0	12	6	107
Cc1cc(C)cc(OCC(=O)N/N=C/c2ccncc2)c1	20	0	9	-20	-0.4	0	6	2	0	99
CC(=O)Nc1sc(NC(=O)c2ccc([N+](=O)[O-])cc2)nc1-c1cccs1	-2	3	-4	21	-0.3	9	-2	2	-5	nt
CC(C)N=c1scc(-c2ccco2)n1/N=C/c1ccc(O)c(O)c1	32	9	-4	18	13	8	0	-69	-3	101
CSc1ccc(C2C(C#N)=C(N)Oc3c2ccc(=O)c2c(C)oc(C)c32)cc1 (configuration not stated)	-6	4	-5	8	-2.1	7	4	9	8	99
CNC(=O)/C(C#N)=C/c1c(N2CCN(C)CC2)nc2c(C)cccn2c1=O	26	0	-3	16	-2.5	-3	-5	11	2	103
COc1ccc2cc3cc(C(=O)NCCCN4CCC(C)CC4)oc3nc2c1	-11	2	-5	2	0.2	3	7	-1	-12	100
O=C(COC(=O)COc1ccccc1[N+](=O)[O-])NCc1ccc2c(c1)OCO2	24	-5	5	1	0.1	0	0	0	2	115
NC(=O)c1c(N)sc(=S)n1CC1CCCO1 (configuration not stated)	23	1	3	0	-0.8	3	0	4	3	100
O=C(CCN1C(=O)C2C3CC(C(Br)C3Br)C2C1=O)OCC(=O)c1cccc([N+](=O)[O-])c1 (configuration not stated)	0	-3	10	18	-2.5	1	1	21*	7	132

Looked up above.
CCOc1ccc(CNC(=O)CCn2c(=O)oc3ccccc32)cc1 – HTR5A ag: -1
CCc1cccc(CC)c1NC(=S)NCCc1ccc(O)c(O)c1 – Arr AP2 block: 37

Other results
SMILES	Arr AP2 block	V-ATPase pH	PKA-R1A activ	HTR5A inv ctr	MOR-DOR ag	DAGLB inhibitor	HTR5A ag	OPRM1-OPRD1 inv	PKA-R2B act	Pemphigus Ab inh
CCOC(=O)c1c(C)n(C)c2ccc(OC(=O)c3ccco3)cc12	-1	0	4	3	1.3	-3	3	-5	-9	113
CCOC(=O)c1sc(NC(C)=O)cc1C	4	-1	-5	3	0.1	0	-1	-1	0	102
COc1cccc(CCNC(=O)CC2C(=O)NCCN2Cc2ccc(Cl)c(F)c2)c1 (configuration not stated)	-21	-2	4	-36	-0.9	4	1	5	2	108
O=C(c1cc(=O)c2ccccc2o1)N1CCN(c2ccccc2F)CC1	6	0	-3	8	-4.2	-1	-3	20	6	102
COc1cc([N+](=O)[O-])cc(/C=N/NC(=O)c2ccc(C)nc2)c1O	5	-1	6	8	-3.8	5	-2	22*	-11	101
N#C/C(=C\c1ccc(-c2ccccc2[N+](=O)[O-])o1)C(=O)N1CCOCC1	18	1	-5	13	2.5	1	4	-12	-6	103
COc1ccc(OCC(=O)NNc2nc3ccccc3s2)cc1	-11	-1	0	-8	-1.6	3	0	8	-4	111
N#Cc1cc(C#N)c(SCC(=O)NCC2CCCO2)nc1N (configuration not stated)	-4	0	9	-8	-1.2	2	0	10	-10	116
CC1(C)CC(=O)/C(=C(/O)CCCN2C(=O)c3ccccc3C2=O)C(=NC(C)(C)C)C1	12	-1	-1	0	-0.6	-2	0	3	2	92
Cc1cccc(N2CCN(C(=O)c3cc4cc(F)ccc4[nH]3)CC2)c1C	-23	-3	-10	4	-0.5	-1	-1	2	1	124
Cc1ccc(C(=O)NCc2ccco2)cc1[N+](=O)[O-]	4	0	-2	2	-1.8	1	0	9	-2	95
CSCCC(NS(=O)(=O)c1ccccc1)C(=O)OC(C)C(=O)Nc1ccc(Cl)cn1 (configuration not stated)	1	3	-3	18	1.2	1	1	-5	-3	94
COc1ccc(C2/C(=C(/O)c3ccccc3)C(=O)C(=O)N2C)cc1 (configuration not stated)	-2	-4	-8	-19	-2.7	1	7	15	-5	101
Cc1cc2cc3c(cc2nc1SCC(=O)N1CCOCC1)OCO3	16	1	-16	-25	1.2	0	8	-10	-2	100
Cn1ccnc1SCC(=O)c1ccc(OC(F)F)cc1	-3	-4	10	-8	0.3	0	2	-3	2	120

Structures above that contain an aryl methoxy group (10):
SMILES	Arr AP2 block	V-ATPase pH	PKA-R1A activ	HTR5A inv ctr	MOR-DOR ag	DAGLB inhibitor	HTR5A ag	OPRM1-OPRD1 inv	PKA-R2B act	Pemphigus Ab inh
C=CCN(c1ccccc1OC)S(=O)(=O)c1cccc(C(=O)NCc2cccs2)c1	5	0	-8	10	1.3	-1	-4	-7	-14	86
COc1ccc([C@H]2/C=C\CN(S(=O)(=O)c3ccc(C)cc3)[C@@H](C)C(=O)N2Cc2ccc(F)cc2)cc1	45	7	5	12	-0.7	-13	-2	4	5	100
COc1ccc(F)c(CN2CCC(n3nccc3NC(=O)C3CCOC3)CC2)c1 (configuration not stated)	5	0	2	6	-2.4	2	-2	14	-3	nt
COc1cccc2c1OC[C@@H](CO)[C@H]2N(C)C(=O)Nc1ccc(Cl)cc1	-11	-3	2	16	-1.9	0	1	10	-2	96
COc1ccc(C)cc1NC(=O)CN1CCN(S(=O)(=O)c2ccc(F)cc2)CC1	-13	3	8	-24	-2.8	-2	7	12	2	111
COc1ccc2cc3cc(C(=O)NCCCN4CCC(C)CC4)oc3nc2c1	-11	2	-5	2	0.2	3	7	-1	-12	100
COc1cccc(CCNC(=O)CC2C(=O)NCCN2Cc2ccc(Cl)c(F)c2)c1 (configuration not stated)	-21	-2	4	-36	-0.9	4	1	5	2	108
COc1cc([N+](=O)[O-])cc(/C=N/NC(=O)c2ccc(C)nc2)c1O	5	-1	6	8	-3.8	5	-2	22*	-11	101
COc1ccc(OCC(=O)NNc2nc3ccccc3s2)cc1	-11	-1	0	-8	-1.6	3	0	8	-4	111
COc1ccc(C2/C(=C(/O)c3ccccc3)C(=O)C(=O)N2C)cc1 (configuration not stated)	-2	-4	-8	-19	-2.7	1	7	15	-5	101
